# rCAG binder: molecules binding r(CAG) RNA repeats; r(CAG) RNA repeat, TO-PRO-1 dye displacement fluorescence; inhibition, % at 3 µM; 1.3% of 370,000 active;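 active means inhibition above the plate cutoff, the mean of all test compounds on that plate plus 3 SD, cut at about 35% in these data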;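 further: 0% = DMSO alone and 100% = 100 µM mitoxantrone as full dye displacement; higher means more dye released from RNA so lower well fluorescence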
# UHRF1 binding: UHRF1 methyl-DNA binding inhibition; AID 687016; inhibition, % at 4.4 µM; UHRF1 binding to methylated oligo, TR-FRET; 0.75% of 370,000 active; in the data active means inhibition above about 21%;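 further: UHRF1 SRA domain binding a hemimethylated CpG hairpin DNA probe; 0% = median of test compound wells and 100% = reference inhibitor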
# Target sequence (Q96T88 whole entry, looked up, the tested form may be a part): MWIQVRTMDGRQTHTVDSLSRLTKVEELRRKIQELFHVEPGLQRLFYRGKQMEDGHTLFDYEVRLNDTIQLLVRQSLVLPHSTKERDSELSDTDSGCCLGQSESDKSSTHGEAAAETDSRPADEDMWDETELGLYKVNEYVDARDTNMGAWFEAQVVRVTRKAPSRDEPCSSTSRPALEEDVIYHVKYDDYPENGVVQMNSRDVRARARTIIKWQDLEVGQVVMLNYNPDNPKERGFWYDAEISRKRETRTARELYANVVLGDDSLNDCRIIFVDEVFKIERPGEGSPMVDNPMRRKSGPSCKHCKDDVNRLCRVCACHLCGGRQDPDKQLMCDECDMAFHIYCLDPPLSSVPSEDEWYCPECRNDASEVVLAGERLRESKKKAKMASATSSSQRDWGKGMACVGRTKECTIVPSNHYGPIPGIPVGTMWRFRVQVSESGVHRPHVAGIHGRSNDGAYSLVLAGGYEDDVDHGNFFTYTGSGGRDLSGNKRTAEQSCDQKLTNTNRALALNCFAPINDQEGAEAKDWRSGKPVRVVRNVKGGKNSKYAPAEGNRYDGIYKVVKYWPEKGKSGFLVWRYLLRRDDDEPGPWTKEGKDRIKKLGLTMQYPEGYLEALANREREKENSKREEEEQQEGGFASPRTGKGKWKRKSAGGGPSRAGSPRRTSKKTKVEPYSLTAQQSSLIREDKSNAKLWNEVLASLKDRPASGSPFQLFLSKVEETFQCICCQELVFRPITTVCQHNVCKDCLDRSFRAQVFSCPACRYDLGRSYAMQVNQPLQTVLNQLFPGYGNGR
# LEDGF integ inh: blocks HIV-1 LEDGF/p75-dependent DNA integration; TR-FRET IN-LEDGF/p75 DNA integration, Eu/Cy5; 0.64% of 370,000 active; inhibition, % at 3.7 µM;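 active means inhibition above the screen-wide mean plus 3 SD, cut at about 13% in these data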;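 further: signal is the Cy5 over europium emission ratio at 671 and 618 nm; 0% = plate median of compound wells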
# PRMT1 inh: PRMT1 (human) inhibition, primary screen. 1.3% of 370,000 active. inhibition, % at 2.79 µM. recombinant PRMT1, activity-based probe fluorescence polarization. Q99873;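 active means inhibition above about 21% made by adding two undisclosed values, limit read from the data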
# MBD2 inh: inhibitors of human MBD2 binding to methylated oligonucleotide; TR-FRET; inhibition, % at 4.4 µM; 0.31% of 370,000 active; AID 686964; in the data active means inhibition above about 13%
# ABHD4 inh: inhibits mouse alpha/beta hydrolase domain 4; Q8VD66; purified mABHD4, FP-Rh probe fluorescence polarization; inhibition, % at 8.92 µM; 0.54% of 370,000 active; AID 720543;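 active means inhibition exceeding the mean over every tested compound plus 3 SD, cut at about 30% in these data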;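 further: 0% = plate median of compound wells and 100% = S159A mutant with DMSO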
#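 Test system: mABHD4 protein; Read-out basis: % inhibition; Incubation: 45 min + 60 min at 25 °C; Repeats: single replicate; Technique: fluorescence polarization with parallel and perpendicular emission, 525/598 nm; Compound: 8.92 µM, single dose; Benchmarks: full inhibition S159A mutant plus DMSO, zero as sample-well median.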
# PG9 binder: small molecules binding HIV-1 gp120 antibody PG9; 0.43% of 360,000 active; TR-FRET gp120-PG9 antibody binding; inhibition, % at 6.7 µM; in the data active means inhibition above about 8.5%
# TCR CD3 inh: human TCR-CD3 binding inhibition | inhibition, % at 9.4 µM | 0.37% of 360,000 active | TAMRA-labeled TCR probe fluorescence, biochemical; in the data active means inhibition above about 19%;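 further: recombinant mutant TCR 2C K166C tagged with TAMRA read by polarization; 0% = receptor in buffer alone and 100% = receptor with positive control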
# Rev-erbA mod: modulates human Rev-erb alpha binding to DNA; activity, % at 10 µM; Rev-erbα–FITC-DNA binding, fluorescence polarization, 90 min; P20393; AID 1259318; 0.79% of 370,000 active;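 active means activity above about 14%, limit read from the data; passing the limit was not always enough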;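 further: 0% = DMSO wells with 35 nM protein and 100% = DMSO wells with 750 nM protein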
# HTRA1 inh: blocks human HTRA1 serine peptidase | 0.5% of 340,000 active | recombinant HTRA1, FP-rhodamine activity-based probe, fluorescence polarization | inhibition, % at 5.96 µM | Q92743; in the data active means inhibition above about 36%;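 further: 0% = enzyme with DMSO and 100% = wells lacking enzyme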
# Numbers without * were called inactive; nt = no result given. A portion of the library; count on the stated rates, not on these rows.
SMILES,rCAG binder,UHRF1 binding,LEDGF integ inh,PRMT1 inh,MBD2 inh,ABHD4 inh,PG9 binder,TCR CD3 inh,Rev-erbA mod,HTRA1 inh
Cc1ccc(CNc2ncnc3c2cnn3C2CCCCO2)cc1 (stereo not given),0,3,-3,0,2,3,1.6,-5,-2,3
C[C@@]12C(=O)N(CC3CCCO3)CC(=O)N1[C@H]1c3cc(Cl)ccc3OC[C@@H]1[C@@H]2c1ccccc1 (stereo not given in full),-3,3,-2,-2,-5,-9,-0.2,8,-1,-6
CC(C)N(C(=O)[C@H]1C[C@H](CC(=O)NC(C)(C)C)C(=O)N2CCc3c([nH]c4cc(CCC(=O)N(C)C)ccc34)[C@]12C)C(C)C,-2,1,1,-1,-4,-1,-0.8,-2,-1,3
O=C(Cn1c(C(F)(F)F)nc2ccccc21)N=Nc1c(O)[nH]c2ccc(Br)cc12,2,-8,2,-3,3,-3,-0.4,3,-7,5
O=C(CCC(=O)N1CCOc2ccccc21)NCc1ccccn1,1,-1,6,1,-4,-11,0.0,-1,-5,-7
O=C(NCCN1CCOCC1)c1cc(-c2cccs2)on1,-4,6,4,-3,5,4,-0.3,-6,-4,2
N=c1c2c(ncn1CCCO)Oc1cc(O)ccc1C2c1ccccc1 (stereo not given),4,1,1,-4,-4,-3,0.2,0,-1,-10
COc1ccc(OC)c(NC(=O)C(CC(C)C)NC(=O)C2CCCCC2)c1 (stereo not given),0,7,-4,2,-1,2,0.1,-1,4,0
COc1ccc(OC)c(NC(=O)Nc2ccc(O)c3ccccc23)c1,15,-1,11,15,-8,33*,-2.1,-7,5,17
CC(=O)c1ccc(OCCCC(=O)N2CCN(S(=O)(=O)c3ccc(C)cc3C)CC2)cc1,-8,-1,0,0,1,3,1.0,3,0,-7
C=Cn1cc[n+](CC(=O)c2ccc(Br)cc2)c1,4,1,-3,1,-4,9,-2.4,-1,-7,10
CCOC(=O)C1CCCN(S(=O)(=O)c2c(C(=O)N3CCCCC3)c(C)n(C)c2C)C1 (stereo not given),-6,2,0,-5,0,3,-1.9,3,-4,7
COC(=O)c1ccc(COc2ccc(/C=N/NC(N)=S)cc2)o1,1,2,-3,5,0,-2,-1.0,5,2,nt
O=C(CNC(=O)c1cccc(F)c1)OCC(=O)N1CCN(C(=O)c2ccco2)CC1,0,1,-2,1,-3,-1,-0.8,11,4,-6
Cc1cccnc1NC(=O)c1c(O)c2cccc3c2n(c1=O)CCC3,1,-2,-2,-4,-4,-21,-0.2,4,-1,2
COc1cc(-n2c(=O)c3ccccc3n(CC(=O)OCc3ccccc3)c2=O)cc(OC)c1OC,-2,-1,-2,2,3,1,-0.3,-3,1,2
CC(C)(C)CN1CCN(Cc2c[nH]c3ccccc23)CC1CCO (stereo not given),-9,0,-2,-4,-2,1,-2.4,6,-9,2
C[C@H](CO)N1C[C@H](C)[C@@H](CN(C)Cc2ccncc2)Oc2c(NS(=O)(=O)c3ccccc3)cccc2C1=O,3,-1,-3,-2,-2,-6,-0.3,-5,-2,0
CCOC(=O)c1ccc(NC(=O)c2nc[nH]c2C(=O)NC)cc1,3,-1,18*,-2,-5,0,-0.2,-2,-2,-14
O=C(CCNC(=O)c1ccco1)Nc1ccc(OC(F)F)c(Cl)c1,1,-1,7,-4,-3,-4,-0.8,6,0,-8
O=C(CNC(=O)c1ccc(Br)o1)NCC1CCCO1 (stereo not given),-4,6,-5,3,3,10,-0.1,-2,2,4
Cc1cccc(-n2c(SCC(=O)N3CC(=O)Nc4ccccc43)nc3ccccc3c2=O)c1C,6,13,-3,0,3,-16,-3.7,3,-2,-18
CCc1ccc(-c2csc3ncn(CC(=O)N4CCOCC4)c(=O)c23)cc1,3,-1,-3,0,-4,2,-0.5,5,3,-2
Cc1ccc(S(=O)(=O)NCC(=O)N(CC(=O)NCC2CCCO2)Cc2ccccc2Cl)cc1 (stereo not given),-7,0,-2,4,1,1,0.6,-15,-1,-3
CCc1ccc(OCC2NCCc3cc(OC)c(OC)cc32)cc1 (stereo not given),-1,1,-1,3,3,2,0.6,-1,0,3

# Fetched by structure from the list above:
SMILES,rCAG binder,UHRF1 binding,LEDGF integ inh,PRMT1 inh,MBD2 inh,ABHD4 inh,PG9 binder,TCR CD3 inh,Rev-erbA mod,HTRA1 inh
COc1ccc(OC)c(NC(=O)Nc2ccc(O)c3ccccc23)c1,15,-1,11,15,-8,33*,-2.1,-7,5,17
O=C(CCNC(=O)c1ccco1)Nc1ccc(OC(F)F)c(Cl)c1,1,-1,7,-4,-3,-4,-0.8,6,0,-8
COc1ccc(OC)c(NC(=O)C(CC(C)C)NC(=O)C2CCCCC2)c1 (stereo not given),0,7,-4,2,-1,2,0.1,-1,4,0

# (listing goes on)
SMILES,rCAG binder,UHRF1 binding,LEDGF integ inh,PRMT1 inh,MBD2 inh,ABHD4 inh,PG9 binder,TCR CD3 inh,Rev-erbA mod,HTRA1 inh
Cn1cc(Cl)c(C(=O)OCC(=O)c2ccccc2)n1,-1,1,0,-2,3,1,1.7,-2,-3,6
Cc1nc(N)[nH]c(=O)c1CCCNc1ccc([N+](=O)[O-])cc1,5,-3,2,-4,-4,2,-1.0,2,9,4
Cn1c2ccccc2c(=O)c2c(=O)n(C3CCCCCC3)c(C3CCCCC3)nc21,3,1,2,-4,-4,-15,-2.7,5,161*,-9
CCOc1ccc(C(=O)OCC(=O)N2CCCC2)cc1,-3,7,1,-2,2,-9,-1.2,6,2,3
COc1ccc(-c2cn3c(C)c(C(=O)NC(C)C)sc3n2)cc1,-3,1,2,2,4,9,0.5,-1,0,5
COc1ccc(CN2C(C(=O)NC3CCCC3)CSCCS2(=O)=O)cc1 (stereo not given),5,2,-2,2,7,-8,nt,nt,-1,nt
COC(=O)[C@@H]1C[C@H]1[C@@H](NC(=O)c1cc(C)on1)c1ccccc1,3,3,-1,-2,7,4,2.8,-9,-8,4
O=C(Nc1ccc(F)cc1)Nc1ccccc1C(=O)NCCN1CCNC1=O,-2,4,0,-1,-1,-7,-1.8,-14,3,nt
N#CCc1nn(-c2ccccc2)c2ncnc(N)c12,-2,-1,9,-5,1,-6,-0.4,-5,4,0
CCC(C)(C)n1nnnc1CN1CCC(O)(c2cccc(C(F)(F)F)c2)CC1,-9,-1,0,0,-5,2,-2.8,7,-5,1
O=C(Nc1ccc2c(c1)OCO2)c1ccc(Cl)nc1,1,0,1,2,1,-1,0.1,-5,-7,-4
CCCCCCN(CCCCCC)C(=O)Cc1c(-c2ccc(F)cc2)[nH]c2ccccc12,5,0,1,-1,2,8,-1.3,5,-4,-2
CCOc1ccccc1C1CC(c2ccc(F)cc2)Nc2nc(N)nn21 (stereo not given),1,2,-2,4,-3,6,0.3,-8,-1,3
Cc1cc(/C=N/n2cnnc2)c(C)n1-c1ccc(OCc2ccc(Cl)cc2)cc1,-3,-2,-3,-2,-7,-21,-1.6,1,1,-46
COc1ccc(NC(=O)CSc2nnc(Cc3cccn3C)n2-c2ccc(OC)cc2)cc1,4,1,-5,9,3,3,-1.7,-9,3,-5
CCOc1ccc(S(=O)(=O)N2CCCCC2)cc1NC(=O)CN1C(=O)NC(CC)(c2ccccc2)C1=O (stereo not given),2,-3,3,-3,-3,-9,-2.5,-2,2,-44
CC1=Nc2cc(C(=O)O)ccc2Sc2ccc(C)cc21,8,0,2,-1,0,16,0.1,1,-2,-18
COc1ccc(N(C(=O)c2cccc([N+](=O)[O-])c2)S(=O)(=O)c2cccs2)cc1,-1,-3,-2,0,-4,3,-0.9,6,3,-2
COc1ccccc1-n1cnc2cc(C(=O)NCC3CCCO3)ccc21 (stereo not given),-4,5,0,2,6,-7,2.9,-5,-5,-2
CN(C(=O)COC(=O)CNC(=O)c1sc2ccccc2c1Cl)C1CCS(=O)(=O)C1 (stereo not given),1,-1,-3,2,4,0,0.8,-5,-6,-1
COc1cccc(Cn2cc(COC(=O)N3CCOCC3)nn2)c1,3,2,-1,1,0,0,nt,nt,-3,nt
CCCCCCCCN1C(=O)[C@H](CC(=O)N2CCCC2)C[C@@]2(C(=O)OCC)CCCC=C12,2,5,-2,5,4,-3,0.5,-1,6,nt
CCOC(=O)c1ccc(NCc2nc3ccccc3[nH]2)cc1,5,5,5,6,9,-9,-1.9,-7,-1,-8
C[C@H](CO)N1C[C@H](C)[C@@H](CN(C)S(=O)(=O)c2ccccc2)Oc2ccc(NC(=O)C3CC3)cc2C1=O,1,0,-2,-1,-1,-1,0.8,-3,-6,2
Cc1ccsc1/C=N/n1cnc2sc(C)c(C)c2c1=O,4,-5,-3,1,-2,-8,-2.9,8,3,1

# Other records follow:
SMILES,rCAG binder,UHRF1 binding,LEDGF integ inh,PRMT1 inh,MBD2 inh,ABHD4 inh,PG9 binder,TCR CD3 inh,Rev-erbA mod,HTRA1 inh
CC(C)CC(=O)NC(=S)Nc1ccccc1F,-6,-2,-1,0,5,2,-1.7,2,6,-5
O=C1CC(C(=O)Nc2ccc(C(=O)N3CCOCC3)cc2)C2(CCCCC2)O1 (stereo not given),-4,-1,2,-3,-2,-3,-1.5,2,-4,-6
COc1ccc(OC)c(NC(=O)NCc2cccnc2)c1,-3,2,-4,5,0,-4,-1.9,-2,1,0
Cc1cc(N2CCOCC2)nc2ccc(NC(=S)NCCN(C)C)cc12,-3,-2,4,0,-5,-4,-2.9,-2,-1,2
CCCC(=O)Nc1cc(OC)c(NC(=O)NC2CCCCC2)cc1OC,-9,2,1,3,1,4,0.1,-1,0,-3
CCN(CC)CC(=O)c1c(N)n(Cc2ccccc2)c(=O)n(C)c1=O,-1,0,-1,-3,2,-5,-0.2,2,-1,0
Cc1ccc(CNC(=O)COC(=O)c2ccc(S(=O)(=O)N3CCOCC3)cc2)cc1,1,3,2,-8,-2,-1,-0.8,2,3,-3
COC(=O)C(C(=O)OC)c1ncc(C(F)(F)F)cc1Cl,0,3,1,0,0,0,-2.8,-5,nt,2
O=[N+]([O-])c1ccc(-n2ccnc2)cc1,-1,-1,4,-3,0,-3,-2.8,3,-5,7
CC1(C(=O)NS(=O)(=O)c2ccccc2C(F)(F)F)CCN1C(=O)CCc1ccccc1 (stereo not given),10,1,-1,-1,-2,1,-1.2,2,4,nt
CC(=O)c1c(-c2ccc(Cl)cc2Cl)noc1C,0,0,-1,3,-4,-2,-1.0,-2,-4,0
CN(C)CCNc1ncnc2c1ncn2[C@H]1CN(Cc2ccc(-c3ccccc3)cc2)C[C@@H](CO)O1,2,0,-6,2,3,-3,-0.6,-8,9,nt
CC(C)COc1ccc(C(=O)CCN2CCCCC2)cc1,-1,-2,0,10,0,5,1.9,13,-3,-9
OCCN1CCN(C(=S)c2ccc(Cl)c(Cl)c2)CC1,0,-3,-2,78*,-2,11,-0.9,6,-6,13
OC1CCN(Cc2nc(Cc3ccccc3Cl)no2)CC1,-2,11,0,1,6,2,-3.4,1,3,1
CC(C)OCCCNC(=O)c1cn(C)c2ccc(S(=O)(=O)N3CCCC3)cc2c1=O,-2,-2,2,3,0,2,-1.0,1,-7,1
COCCn1c(-c2ccccc2)nc2oc3ccccc3c(=O)c2c1=O,-5,0,-1,1,2,-1,-1.4,6,-2,2
Cc1cccc(-n2ncc3c(N4CCC(C)CC4)ncnc32)c1,4,0,5,-3,3,5,-2.6,4,-2,-24
CN(C(=O)CSc1nnc(-c2cccs2)o1)C1CCS(=O)(=O)C1 (stereo not given),0,4,-1,4,0,7,-3.9,1,-11,3
COc1ccc2c(CC(=O)N[C@@H](Cc3ccccc3)C(=O)O)cc(=O)oc2c1C,4,-2,3,-7,8,-2,-0.9,0,2,14
